# Compound activity (PubChem)
# CHT block: inhibitors of human choline transporter CHT; High affinity choline transporter 1 (Homo sapiens), Q9GZV3; CHT-expressing cells, membrane potential dye, choline response; active compounds read low; B-score at 10 µM; 0.86% of 310,000 active;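 active means B-score over 3 SD under the library average, and starting fluorescence ratio not unusually high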;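 further: choline stimulus applied at its EC90 after an EC20 pre-addition; B-score computed on integrated fluorescence ratio after choline addition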
# Target sequence (Q9GZV3 whole entry, looked up): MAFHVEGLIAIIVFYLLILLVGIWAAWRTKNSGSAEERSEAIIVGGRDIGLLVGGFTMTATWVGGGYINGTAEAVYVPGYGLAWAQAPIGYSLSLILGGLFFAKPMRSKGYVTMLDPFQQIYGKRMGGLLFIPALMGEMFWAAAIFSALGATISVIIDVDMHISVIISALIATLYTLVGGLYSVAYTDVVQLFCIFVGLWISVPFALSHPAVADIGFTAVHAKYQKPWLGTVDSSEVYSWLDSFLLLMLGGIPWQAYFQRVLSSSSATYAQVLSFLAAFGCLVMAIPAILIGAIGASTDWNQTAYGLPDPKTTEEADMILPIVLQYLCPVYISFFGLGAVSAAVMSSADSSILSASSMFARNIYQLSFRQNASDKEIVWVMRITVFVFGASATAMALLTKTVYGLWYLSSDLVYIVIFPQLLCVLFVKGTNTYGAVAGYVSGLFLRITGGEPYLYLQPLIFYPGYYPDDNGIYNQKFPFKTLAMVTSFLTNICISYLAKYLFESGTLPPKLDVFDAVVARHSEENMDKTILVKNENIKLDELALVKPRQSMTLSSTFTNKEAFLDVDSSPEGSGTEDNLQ
# CHT PAM: CHT positive allosteric modulators, primary screen, cell-based, membrane potential dye, choline EC20; AID 488977, 2010; B-score at 10 µM; CHT-expressing cells; active compounds read high; LV-AA mutant CHT in HEK293 cells; 0.49% of 310,000 active;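 active means initial fluorescence not abnormally high and integrated response B-score, plate-corrected, over 3 SD above library mean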
# Calls only; i = inactive.
SMILES,CHT block,CHT PAM
COc1ccc(S(=O)(=O)NCC(c2ccc(F)cc2)N2CCN(C)CC2)cc1 (stereo not given),i,i
CN1CCN(C(=O)CCN2C(=O)/C(=C\c3ccccc3F)SC2=S)CC1,i,i
CCCCN(C(=O)c1cc(CC)c(C)s1)c1c(N)n(CCC)c(=O)[nH]c1=O,i,i
Cc1nc2ccccc2c(=O)n1/N=C/C=C/c1ccccc1,i,i
CCCCOc1ccc(C(=O)Nc2ccncc2)cc1,i,i
COc1cccc(-c2cccc(NC(=O)C3CCN(Cc4ccc(C)o4)CC3)c2)c1,i,i
Cc1cc(-c2ccccc2)c2c3c(c(-c4ccccc4)n2n1)c(=O)n(C)c(=O)n3C,i,i
COc1ccccc1N1CC(C(=O)Nc2cc(C(F)(F)F)ccc2N2CCCC2)CC1=O (stereo not given),i,i
CC(=O)c1ccc(OC(=O)C2c3ccccc3Oc3ccccc32)cc1,i,i
Cn1c(=O)oc2cc(S(=O)(=O)N3CCCC(C(=O)NCC4COc5ccccc5O4)C3)ccc21 (stereo not given),i,i
COCCOC(=O)c1c(C)oc2cc(Br)c(OCC(N)=O)cc12,i,i
C/C(=N\NC(=O)c1ccccc1O)c1c(O)cc(C)oc1=O,i,i
O=C(Nc1cccc(Cl)c1)N(CCN1CCOCC1)Cc1ccccc1F,i,i
CCN(CC)S(=O)(=O)c1cccc(C(=O)N/N=C/c2ccccn2)c1,i,i
COc1cc2c(cc1OC)C(=O)NCC(C)(C)O2,i,i
Cc1cccn2cc(CCNS(=O)(=O)c3cccs3)nc12,i,i
CCc1ccc(-c2cn(C3CCCCC3)c(=S)[nH]2)cc1,i,i
Cc1ccc(S(=O)(=O)N2CCCCC2)cc1NC(=O)COC(=O)Cc1cccc2ccccc12,i,i
Cc1ccccc1NC(=O)NCCCN1CCN(c2ccccc2)CC1,i,i
Nc1nc[nH]c(=O)c1N=Cc1ccccc1,i,i
COc1ccc(CCN=C(N)NS(=O)(=O)c2cccs2)cc1OC,i,i
COc1ccc(/C=C2/SC(=S)N(CCCC(=O)Nc3ccc(O)cc3)C2=O)cc1,i,i
CCCCCCN1CC(=O)N2Cc3[nH]c4ccccc4c3C[C@H]2C1=O,i,i
Cc1cc(C)nc(SCC(=O)O)n1,i,i
Cc1ccc(CCNC(=O)c2cc(-c3ccncc3)nc3ccc(S(=O)(=O)N4CCOCC4)cc23)cc1,i,i
COc1ccccc1NC(=O)C1CCCCC1,i,i
O=C(COc1ccc(-n2cnnn2)cc1)NCCc1ccc(F)cc1,i,i
CC(C)COCC(O)CC(Cc1ccccc1)C(=O)NN (stereo not given),i,i
CC(=O)N/C(=C/c1ccc2c(c1)OCO2)C(=O)NCC(=O)O,i,i
COc1cc(NC(=O)CS(=O)(=O)c2ccccc2)cc(OC)c1OC,i,i
CCc1nnc(NC(=O)C2CCCN2S(=O)(=O)c2ccc(C)cc2)s1 (stereo not given),i,i
O=C(C[n+]1cc(-c2ccc(Cl)c(Cl)c2)n2c1CCC2)OCc1ccccc1,i,i
CCCCn1c(N)c(N(CCOC)C(=O)COC(=O)CCOc2ccccc2)c(=O)[nH]c1=O,i,i
Nn1cnc2scc(-c3cccs3)c2c1=O,i,i
CCOCCCN(CCC#N)C(=O)C1CCN(S(=O)(=O)c2ccc(-n3cnnn3)cc2)CC1,i,i
COc1ccc(/C=C/C(=O)NC(=S)Nc2ccc(Br)cn2)cc1,i,i
Cc1ccc(-c2cc(C(=O)N3CCN(c4ccccc4O)CC3)c3ccccc3n2)cc1,i,i
CCOc1cccc(NC(=O)C2CC(=O)N(C)C2)c1 (stereo not given),i,i
CC(C)(C)c1cc2nc3c(c(=O)n2[nH]1)CN(Cc1ccccc1)C3=O,i,i
CNC(=O)COc1ncnc2sc(C)c(C)c12,i,i

# Full records, quoted from the list. Order of values: CHT block	CHT PAM
# CCCCn1c(N)c(N(CCOC)C(=O)COC(=O)CCOc2ccccc2)c(=O)[nH]c1=O in the list: i	i
# CCOc1cccc(NC(=O)C2CC(=O)N(C)C2)c1 (stereo not given) in the list: i	i
# COc1ccc(/C=C/C(=O)NC(=S)Nc2ccc(Br)cn2)cc1 in the list: i	i
# CCc1nnc(NC(=O)C2CCCN2S(=O)(=O)c2ccc(C)cc2)s1 (stereo not given) in the list: i	i

# Additional records
SMILES,CHT block,CHT PAM
O=C(Nc1ccc2c(c1)OCO2)Nc1ccccc1F,i,i
O=C(Nc1cc(S(=O)(=O)N2CCCC2)ccc1Cl)C1=COCCO1,i,i
O=[N+]([O-])c1cccc(C(=S)N2CCN(c3ccccc3)CC2)c1,i,i
Cc1ccc(-n2c(-c3ccccc3)n[nH]c2=S)c(C)c1,i,i
O=C(Cc1ccc(-c2ccccc2)cc1)OCC(=O)N1CCCC1=O,i,i
CCN(CC)CCCN(Cc1cc2cc(OC)ccc2[nH]c1=O)C(=O)Nc1ccccc1,i,i
O=C1c2ccccc2C(=O)N1CC(=O)N1c2ccccc2Sc2ccc(C(F)(F)F)cc21,i,i
C=C(C)c1sc(-c2ccccc2)nc1C,i,i
Cc1ccc(CNC2=NCCCCC2)n1C,i,i
Cc1noc(C)c1S(=O)(=O)Nc1ccc(C(=O)N2CCC(C)CC2)cc1,i,i
Cc1ccc(SCCNC(=O)/C=C/c2ccccc2Cl)cc1,i,i
CC12CCC(C(=O)NCc3ccccn3)(OC1=O)C2(C)C (stereo not given),i,i
O=S(=O)(CCCc1ccccc1)c1ncn[nH]1,i,i
CCOc1ccc(NC(=O)N[C@@H](Cc2ccccc2)C(=O)O)cc1,i,i
COc1ccccc1CNC(=O)CN1C(=O)c2cccc(N)c2C1=O,i,i
O=[N+]([O-])c1ccc(N2CCN(S(=O)(=O)Cc3ccccc3)CC2)cc1N1CCOCC1,i,i
CN(C)CC(C)(C)CNS(=O)(=O)c1ccc(OC(F)(F)F)cc1,i,i
Cc1cc(C2C(C#N)=C(N)SC(N)=C2C#N)c(C)s1,i,i
COc1cc(CNCCN2CCOCC2)ccc1OCc1cccc(Cl)c1,i,i
O=C(NN1C(=O)C2C(c3ccccc3)C=CC(c3ccccc3)C2C1=O)c1ccncc1 (stereo not given),i,i
O=C(O)c1ccc(N/N=C/c2ccc(OC(=O)c3ccccc3Cl)cc2)cc1,i,i
O=C(CN1C(=O)c2ccccc2C1=O)Oc1ccc(Cl)cc1,i,i
COC(=O)C1=C(C)N(C)C(=S)NC1c1ccc(OC)cc1OC (stereo not given),i,i
CN(C)S(=O)(=O)c1cccc(C(=O)OCC(=O)N2c3ccccc3NC(=O)C2(C)C)c1,i,i
Cc1cccc2nc(-c3ccco3)c(Nc3ccc4c(c3)OCO4)n12,i,i
COC(=O)c1sccc1NC(=O)Nc1cccc(C(C)=O)c1,i,i
C=CCC(Nc1ccccc1)c1cccc(OC)c1OC (stereo not given),i,i
CC(C)C(C)NC(=O)CSc1nc2scc(-c3ccco3)c2c(=O)n1-c1ccccc1 (stereo not given),i,i
CCCCN1CCN=C1Nc1ccccc1,i,i
COc1ccc(NS(=O)(=O)c2c(C)n(C)c(=O)n(C)c2=O)cc1,i,i
Fc1ccc(COc2ccc(-c3nnco3)cc2)c(Cl)c1,i,i
O=C(Cc1ccc([N+](=O)[O-])cc1)N1CCc2ccccc2C1,i,i
Cc1[nH]c2ccccc2c1SCC(=O)N1CCCCC1,i,i
O=C(N/C(=C/c1cccc([N+](=O)[O-])c1)C(=O)N1CCOCC1)c1ccccc1Br,i,i
Cc1cccc(N=C2NC(=O)CS2)c1,i,i
O=[N+]([O-])c1ccc(/C=N\NS(=O)(=O)c2ccc(F)cc2)o1,i,i
CC(C)NC(=O)CSc1nnc(C2CC2)n1-c1ccccc1,i,i
c1cc(-n2nnc3cnccc32)ccn1,i,i
CN1CCN(C(=O)C2=C[C@@H](c3ccccc3)C[C@@H](OCc3ccc(CO)cc3)O2)CC1,i,i
CC(C)(CNC(=O)c1cc2ccccc2o1)N1CCOCC1,i,i

# In a second layout: results already given
SMILES	CHT block	CHT PAM
Cc1[nH]c2ccccc2c1SCC(=O)N1CCCCC1	i	i
O=C(N/C(=C/c1cccc([N+](=O)[O-])c1)C(=O)N1CCOCC1)c1ccccc1Br	i	i

# Next records.
SMILES,CHT block,CHT PAM
CC(C)Oc1ccc(CNC(=S)N/N=C/c2ccc([N+](=O)[O-])cc2)cc1,i,i
Cc1cccc(OCCC(=O)Nc2ccc(Cl)cc2F)c1,i,i
N/C(=N\OC(=O)N1c2ccccc2Sc2ccccc21)c1ccccc1,i,i
Cc1ccc(S(=O)(=O)Nc2cc(C(F)(F)F)ccc2N2CCOCC2)cc1,i,i
CCCCCOc1ccc(C2NC(=O)NC2=O)cc1 (stereo not given),i,i
COCCn1c(SC(C)C(=O)NC2CC2)nnc1-c1cccc(C)c1 (stereo not given),i,i
N/N=C(/Cc1nc2ccccc2[nH]1)c1ccc([N+](=O)[O-])cc1,i,i
C/C(=N\OC(=O)c1cccc(C)c1)c1sc(-c2ccccc2)nc1C,i,i
COc1cccc(CN2CCN(c3cccc(C(F)(F)F)c3)CC2)c1OC,i,i
O=C(NCc1ccccc1)c1cnc2n(c1=O)CCS2,i,i
O=C(Cn1ncc2c([nH]c3ccccc32)c1=O)N1CCOCC1,i,i
CC1(C)COCN1C(=O)c1ccc(C#N)cc1,i,i
CC(=O)N1CC23C=CC(CC2CC12CCCCCC2)O3 (stereo not given),i,i
Cn1c(CCCOc2ccc(Cl)cc2Cl)nnc1SCC(=O)Nc1ccc(F)c(Cl)c1,i,i
CCC1S/C(=N/N=C/c2ccco2)N(Cc2ccc(F)cc2)C1=O (stereo not given),i,i
Cc1c(C(=O)N(Cc2ccc(Cl)cc2)C2CCS(=O)(=O)C2)oc2ccccc12 (stereo not given),i,i
CC(C)=CCc1c(O)cc(O)c2c(=O)c(O[C@@H]3O[C@@H](C)[C@H](O)[C@@H](O)[C@H]3O)c(-c3ccc(O)cc3)oc12,i,i
CC(=O)c1c(C(C)=O)c(C)n(-c2ccc(O)cc2)c1C,i,i
CCc1cccc(NC(=O)c2cc(OC)c(OC)c(OC)c2)c1,i,i
COc1ccccc1CC(=O)Nc1ccon1,i,i
COc1ccc(C2c3c(ncn(CCCO)c3=N)Oc3ccc4ccccc4c32)cc1OC (stereo not given),i,i
CC(C)=CCCC1=CCC(/C(C)=N/NC(N)=O)CC1 (stereo not given),i,i
CN1CCN(S(=O)(=O)c2ccc(N(C)Cc3cccs3)nc2)CC1,i,i
CC(NC(=O)OCc1ccccc1)c1ccccc1 (stereo not given),i,i
Cc1oc(-c2ccccc2F)nc1CS(=O)(=O)CC(=O)NCc1ccccc1Cl,i,i
Cc1ccc2c(C(=O)N3CCN(c4ccccc4)CC3)cc(-c3cccnc3)nc2c1C,i,i
Fc1cccc(-c2cc3nc4c(c(N5CCOCC5)n3n2)CCCC4)c1,i,i
CC(OC(=O)Cn1c(C(F)(F)F)nc2ccccc21)C(N)=O (stereo not given),i,i
CC1=C(C(=O)OCc2ccccc2)C(c2ccc(Cl)cc2)NC(=O)N1CCCCCC(=O)O (stereo not given),i,i
C[C@@]12C(=O)N(c3cccc(Cl)c3)C(=O)N1[C@H](c1ccc(Cl)cc1)[C@@H]1C(=O)N(C3CCCCC3)C(=O)[C@@H]12,i,i
O=C(NCCCN1CCOCC1)c1ccccc1-c1ccccc1,i,i
CCOC(=O)c1c(-c2ccccc2)csc1NC(=O)COc1ccc2c(C)cc(=O)oc2c1,i,i
NC1=NC(=O)/C(=C/c2ccc(Cl)cc2Cl)S1,i,i
Cc1onc(-c2ccccc2)c1C(=O)c1c[nH]c(C(=O)NCCCN2CCOCC2)c1,i,i
CCOC(=O)/C(C#N)=C1/C=CN(c2ccccc2)C=N1,i,i
CCc1nnc(SCC(=O)Nc2ccc3c(c2)OCO3)o1,i,i
COc1cc(S(=O)(=O)N2CCOCC2)ccc1NC(=O)COC(=O)CC12CC3CC(CC(C3)C1)C2,i,i
CCc1nnc(NC(=O)CSc2ncnc3c2cnn3-c2ccc(OC)cc2)s1,i,i
Cc1nc(-c2ccccn2)nc(SCC(=O)N2CCOCC2)c1Cl,i,i
COc1ccc(S(=O)(=O)NC(C)C(=O)NCc2cccnc2)cc1OC (stereo not given),i,i
COc1ccc(Nc2nnc(SCC(=O)N3CCCC3)s2)cc1,i,i
Cc1sc(NC(=O)CCl)c(C(=O)c2ccccc2)c1C,i,i
CC(C)(C)c1ccc(C(=O)OC/C(O)=C(\C#N)c2nc3ccccc3s2)cc1,i,i
COC(=O)[C@@H](Cc1c[nH]c2ccccc12)NC(=O)c1cc(=O)[nH]c2ccccc12,i,i
Nc1ccc(C(=O)OCC(=O)N2CCc3ccccc3C2)cc1[N+](=O)[O-],i,i
CC1CCC2(CC1)NC(=O)N(CC(=O)NCc1cccs1)C2=O (stereo not given),i,i
O=C(Cn1cnc2cc([N+](=O)[O-])ccc2c1=O)Nc1ccc2c(c1)OCO2,i,i
COc1c(-c2ccc([N+](=O)[O-])cc2[N+](=O)[O-])c(=O)n(C)c(=O)n1C,i,i
O=[N+]([O-])c1ccc(N2CCCCC2)cc1,i,i

# Part of the list above in another layout:
Compound | CHT block | CHT PAM
Nc1ccc(C(=O)OCC(=O)N2CCc3ccccc3C2)cc1[N+](=O)[O-] | i | i
CC1CCC2(CC1)NC(=O)N(CC(=O)NCc1cccs1)C2=O (stereo not given) | i | i
O=C(Cn1cnc2cc([N+](=O)[O-])ccc2c1=O)Nc1ccc2c(c1)OCO2 | i | i
COc1c(-c2ccc([N+](=O)[O-])cc2[N+](=O)[O-])c(=O)n(C)c(=O)n1C | i | i

# The order is random (roughly 1.4% active in at least one column).
